From PubChem
PLK1 PBD block = blocks phosphopeptide binding to human PLK1 polo-box domain | P53350 | Plk1 PBD binding of FITC phosphopeptide, fluorescence polarization | Potency, µM, without a hit: max response, negative = inhibition, actives largely listed as inhibitors | 2.8% of 360,000 active; note: potency is the fitted concentration of half-maximal effect; series mostly up to about 57 µM; % is set by controls: 0 for no effect and ±100 for the full control effect; nearly all actives have a fitted effect of over 65% in size
D3 ag = D3 dopamine receptor (human) agonism | max activation, % | D3R DiscoveRx beta-arrestin cells, luminescence, 90 min | P35462 | 0.58% of 410,000 active; in the data active = max activation above about 30%; note: 0% is about no effect; mostly tested at two doses, the higher about 12 µM
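Agonist-mode cell screen: cells plated at 1500/well and incubated overnight at 37 °C, then exposed to library compounds for 90 min at 37 °C. Detection reagent was added for 30–60 min at room temperature, and luminescence was read.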
DRD3 antagonist = D3 dopamine receptor (human) antagonism | P35462 | max response, negative = inhibition, % | AID 652054 | 2.5% of 360,000 active | D3R cells, DiscoveRx beta-arrestin luminescence, antagonist mode; stronger effect = lower value; in the data active = max response below about -50%; inconclusive = no clear call, values can overlap the other calls; note: % is set by controls: 0 for no effect and ±100 for the full control effect; mostly tested at two doses, the higher about 12 µM
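Cells plated overnight at 1500 cells/well, then exposed to library compounds with dopamine controls for 90 minutes at 37 degrees C. DiscoveRx reagent added for 30–60 minutes at room temperature; luminescence read, quantitative HTS format.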
IL-2 act = activates IL-2 in a cell-based reporter assay. IL-2 activation reporter assay, cell-based qHTS; stimulated with anti-CD3/CD4/CD28 beads; in transgenic mouse T cells. 0.065% of 360,000 active. AID 652025. activation, % (series mostly up to about 46 µM); in the data active = activation above about 50%; inconclusive = mostly about 30% to 49%; note: 0% is about no effect
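Using fluorescent plate cytometry, EGFP and DsRed are detected in transgenic mouse T cells stimulated 18 h at 37 degrees C with antibody-coated beads after 60 min compound pretreatment.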
GLP-1R agonist = activates the human GLP-1 receptor; HEK293 GLP-1R CRE-luciferase, luminescence, 4-6 h; cells express a hypersensitive GLP-1R form; 0.007% of 380,000 active; Potency, µM (top dose mostly 45.6 µM), inactives show top-dose activation, hits mostly activators; AID 624172; P43220; note: potency is the fitted concentration of half-maximal effect; % of control where 0% means no effect
HEK293 tox = cytotoxic in the GLP-1 receptor inverse agonist counter-screen. HEK293 cAMP-luciferase reporter cells, luminescence, 24 h. Potency, µM (titrated, usually from 38.3 µM), inactives show top-dose activity change, negative = inhibition, hits mostly inhibitors. 0.13% of 410,000 active. AID 624418;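 note: loss of luciferase light is scored as toxicity; potency is the fitted concentration of half-maximal effect; % is set by controls: 0 for no effect and ±100 for the full control effect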
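MLSMR compounds, 24 hr on cells at 37 deg C/5% CO2; luminescence after luciferase reagent (12 min RT). Inhibition counted as the undesired cytotoxic outcome.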
GLP1R inv ag = GLP-1 receptor (human) inverse agonism; HEK293 GLP-1R CRE-luciferase, luminescence, 24 h; GLP-1R form is constitutively active; Potency, µM (top dose mostly 38.3 µM), inactives show at the top dose activity change, negative = inhibition, most hits filed as inhibitors; 1.6% of 410,000 active; P43220; note: potency is the fitted concentration of half-maximal effect; % is set by controls: 0 for no effect and ±100 for the full control effect; nearly all actives have a fitted effect of over 55% in size
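Constitutively active GLP-1R drives a cAMP-responsive luciferase in stably transfected HEK293 cells; test compounds are added after overnight (12 h) attachment and left 24 hr, and signal loss in luminescence marks inhibition.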
PI5P4Ka inh = inhibitors of human PI5P4K alpha; P48426; PI5P4Kalpha enzyme, ADP-Glo luminescence, 60 min; stronger effect = lower value; max response, %; 1.2% of 330,000 active; active = max response of -50% or lower; inconclusive = between -30% and -50%; inactive = -30% or higher; note: value at the top dose of about 77 µM; % is set by controls: 0 for no effect and ±100 for the full control effect
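Quantitative HTS of the MLSMR library against PI5P4Kalpha with substrate. ATP added last at 5 microM final; room temperature, 60 minutes. Remaining ATP depleted, ADP converted and read as luminescence.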
WRN inhibitor = blocks human WRN helicase; Q14191; WRN helicase unwinding, fluorescent forked duplex, kinetic; Potency, µM (doses to about 114 µM), inactives show top-dose activity change, negative = inhibition, most hits filed as inhibitors; 0.46% of 360,000 active; AID 651768; note: potency is the fitted concentration of half-maximal effect; % is set by controls: 0 for no effect and ±100 for the full control effect; nearly all actives have a fitted effect of over 55% in size
Target sequence (Q14191 whole entry, looked up): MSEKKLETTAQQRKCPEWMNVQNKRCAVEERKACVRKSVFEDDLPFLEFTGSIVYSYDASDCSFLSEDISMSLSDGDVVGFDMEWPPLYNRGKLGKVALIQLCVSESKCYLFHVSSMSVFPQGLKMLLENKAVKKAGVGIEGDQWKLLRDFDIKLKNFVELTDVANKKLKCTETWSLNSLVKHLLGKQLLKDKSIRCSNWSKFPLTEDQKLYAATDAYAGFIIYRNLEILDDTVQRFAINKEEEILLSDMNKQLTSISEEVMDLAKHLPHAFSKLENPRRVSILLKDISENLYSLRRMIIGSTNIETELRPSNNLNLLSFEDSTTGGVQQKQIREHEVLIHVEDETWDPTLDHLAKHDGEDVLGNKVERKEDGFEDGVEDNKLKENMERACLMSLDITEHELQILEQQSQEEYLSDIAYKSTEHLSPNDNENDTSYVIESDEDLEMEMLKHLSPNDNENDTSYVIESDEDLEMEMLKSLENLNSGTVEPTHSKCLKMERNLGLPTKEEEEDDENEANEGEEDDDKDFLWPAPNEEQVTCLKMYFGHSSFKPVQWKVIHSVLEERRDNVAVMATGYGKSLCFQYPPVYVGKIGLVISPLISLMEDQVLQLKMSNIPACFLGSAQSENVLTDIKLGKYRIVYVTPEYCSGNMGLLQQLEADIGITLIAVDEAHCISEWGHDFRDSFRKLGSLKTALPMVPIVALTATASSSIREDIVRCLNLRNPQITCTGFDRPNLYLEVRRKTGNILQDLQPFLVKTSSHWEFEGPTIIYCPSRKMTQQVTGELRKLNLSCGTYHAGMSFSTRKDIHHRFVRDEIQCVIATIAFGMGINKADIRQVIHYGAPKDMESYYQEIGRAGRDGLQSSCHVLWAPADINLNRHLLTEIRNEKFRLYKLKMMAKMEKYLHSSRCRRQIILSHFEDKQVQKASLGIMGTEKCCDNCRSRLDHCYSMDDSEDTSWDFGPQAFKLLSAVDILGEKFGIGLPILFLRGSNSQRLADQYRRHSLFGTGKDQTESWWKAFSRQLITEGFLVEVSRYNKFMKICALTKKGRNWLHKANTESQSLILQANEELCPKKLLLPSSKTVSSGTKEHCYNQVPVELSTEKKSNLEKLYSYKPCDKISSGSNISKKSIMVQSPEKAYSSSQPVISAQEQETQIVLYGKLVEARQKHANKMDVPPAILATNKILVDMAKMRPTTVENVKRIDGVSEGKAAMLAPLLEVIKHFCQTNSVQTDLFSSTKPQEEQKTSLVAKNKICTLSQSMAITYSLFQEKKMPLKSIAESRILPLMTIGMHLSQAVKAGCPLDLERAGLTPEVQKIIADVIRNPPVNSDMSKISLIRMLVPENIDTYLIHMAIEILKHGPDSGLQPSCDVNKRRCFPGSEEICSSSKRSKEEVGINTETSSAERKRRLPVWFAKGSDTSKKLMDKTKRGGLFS
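Enzyme (20 nM final) and test compound sit together 15 min at room temperature before substrate addition. Substrate is a single-forked duplex oligonucleotide (100 nM) labelled with fluorophore and quencher, with 2 mM ATP; helicase unwinding raises red fluorescence, read kinetically.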
Starred values were filed as active, the others as inactive; ? = inconclusive; · = not tested or not shown; [ ] = remark or other dose. Unless noted, calls come from the whole dose curve; as a rule, active = well fitted curve in the direction sought with a large enough effect; inconclusive = small, poorly fitted or top-dose-only effect, or another doubt; inactive = no such curve, though single readings can be large; an effect the other way counts as inactive or inconclusive.

SMILES	PLK1 PBD block	D3 ag	DRD3 antagonist	IL-2 act	GLP-1R agonist	HEK293 tox	GLP1R inv ag	PI5P4Ka inh	WRN inhibitor
O=C(O)c1cc(S(=O)(=O)N2CCOCC2)c(Sc2ccccn2)cc1Sc1ccccn1	?	4	?	-1.1	-8%	-3%	0%	0	-7%
Cc1nc(N)nc(SCc2ccc([N+](=O)[O-])cc2)c1N	-24%	1	7	0.2	9%	-25%	11%	-1	-1%
COc1ccc(-c2nn3c(-c4ccccc4)nnc3s2)cc1OC	?	2	-19	-2.1	?	6%	39%[activator]	·	-10%
COc1ccc(-c2nc3cc(NC(=O)Cc4ccc(OC)c(OC)c4)ccc3o2)cc1	-6%	9	18	-2.2	12%	3%	34%[activator]	-3	-13%
Cc1cc(Cl)ccc1OCCCC(=O)NN	-10%	1	4	0.0	5%	13%	18%	7	-10%
CCOC(=O)C1CCN(C(=O)c2ccccc2NC(=O)c2ccc(Cl)cc2)CC1	15µM*	2	10	-0.2	25%	8%	-24%	-9	1%
Oc1ccc2ccccc2c1CNc1ccccc1	3.4µM*	-14	-20	-1.0	8%	-2%	-25%	-17	?
Cc1ccc(-c2csc(Nc3ccc(S(N)(=O)=O)cc3)n2)o1	?	-7	0	-2.0	11%	13%	10%	-65*	-33%
COc1cccc(C(O)c2nc(-c3cc(F)cc(F)c3)cs2)c1 (stereo unspecified)	2%	2	79	1.3	9%	1%	?	5	-7%
CC(=O)NCCNC(=O)C1(C)Cc2c(-c3ccc(C(N)=O)cc3)ccnc2O1 (stereo unspecified)	3%	4	22	2.3	-7%	2%	26%	-1	-1%
Cc1nnc(C)n1/N=C/c1ccc(O)cc1	1%	2	-25	0.6	-11%	1%	12%	0	3%
CCOC(=O)Cc1csc(NC(=O)c2ccc3ccccc3n2)n1	-5%	0	3	-0.6	16%	-29%	-4%	0	9%
CCCOc1ccc(N2C(=O)CC(N3CCN(c4ccccc4F)CC3)C2=O)cc1 (stereo unspecified)	-9%	-5	-10	-0.7	-3%	-2%	11%	·	-3%[57.1 µM]
Cc1cc(-c2ccccc2)c2c(n1)sc1c(O)cc(=O)[nH]c12	-4%	-4	-16	-2.4	-1%	2%	-8%	-17	-12%
Cc1cc(N2CCOCC2)ccc1/C=C1\SC(=O)N(C(C)C)C1=O	4%	-3	55	?	-8%	3%	-21%	17	1%

Single records, as listed above. Order of screens: PLK1 PBD block, D3 ag, DRD3 antagonist, IL-2 act, GLP-1R agonist, HEK293 tox, GLP1R inv ag, PI5P4Ka inh, WRN inhibitor
Cc1ccc(-c2csc(Nc3ccc(S(N)(=O)=O)cc3)n2)o1 is listed with ?, -7, 0, -2.0, 11%, 13%, 10%, -65*, -33%
O=C(O)c1cc(S(=O)(=O)N2CCOCC2)c(Sc2ccccn2)cc1Sc1ccccn1 is listed with ?, 4, ?, -1.1, -8%, -3%, 0%, 0, -7%
Oc1ccc2ccccc2c1CNc1ccccc1 is listed with 3.4µM*, -14, -20, -1.0, 8%, -2%, -25%, -17, ?
Cc1nc(N)nc(SCc2ccc([N+](=O)[O-])cc2)c1N is listed with -24%, 1, 7, 0.2, 9%, -25%, 11%, -1, -1%

An excerpt from above in order of molar mass, smallest number first.
SMILES	PLK1 PBD block	D3 ag	DRD3 antagonist	IL-2 act	GLP-1R agonist	HEK293 tox	GLP1R inv ag	PI5P4Ka inh	WRN inhibitor
Cc1cc(Cl)ccc1OCCCC(=O)NN	-10%	1	4	0.0	5%	13%	18%	7	-10%
Cc1cc(-c2ccccc2)c2c(n1)sc1c(O)cc(=O)[nH]c12	-4%	-4	-16	-2.4	-1%	2%	-8%	-17	-12%
Cc1ccc(-c2csc(Nc3ccc(S(N)(=O)=O)cc3)n2)o1	?	-7	0	-2.0	11%	13%	10%	-65*	-33%
Cc1cc(N2CCOCC2)ccc1/C=C1\SC(=O)N(C(C)C)C1=O	4%	-3	55	?	-8%	3%	-21%	17	1%

Further structures
SMILES	PLK1 PBD block	D3 ag	DRD3 antagonist	IL-2 act	GLP-1R agonist	HEK293 tox	GLP1R inv ag	PI5P4Ka inh	WRN inhibitor
COc1cccc(N2CCN(S(=O)(=O)c3ccc4ccccc4c3)CC2)c1	-10%	-10	-8	-3.5	2%	16%	-12%	15	-2%
CC(=O)N[C@@H](Cc1c[nH]c2ccccc12)C(=O)OCC(=O)Nc1ccc(Cl)c(S(=O)(=O)N(C)C)c1	-8%	0	-11	0.5	11%	13%	11%	5	-2%
COCCCNC(=O)CCN1C(=O)COc2ccccc21	-1%	-5	6	-2.8	1%	14%	7%	·	-11%
Cc1cccc(C)c1NC(=O)C(c1ccc([N+](=O)[O-])cc1)N1CCCCC1 (stereo unspecified)	-13%	-5	-17	-2.9	-1%	11%	3%	0	5%
CCn1c(COc2ccccc2Cl)nnc1SCC(=O)Nc1ncccc1C	-9%	-2	-7	-0.2	1%	15%	18%	4	-23%
Cc1ccc(C(=O)NC(C)c2ccc3c(c2)OCO3)s1 (stereo unspecified)	12µM*	3	3	-1.2	10%	7%	-15%	?	1%
CCOC(=O)Nc1ccc(=O)n(Cc2c(Cl)cccc2Cl)c1	-3%	1	29	-1.7	4%	5%	0%	-6	-12%
O=C(NCc1ccccc1)C(=O)NCC1COc2ccccc2O1 (stereo unspecified)	-13%	0	?	-2.4	-1%	-26%	?	-5	8%
CCOC(=O)N1CCN(C(=O)C[C@@H]2C[C@@]3(C(=O)OC)CC(C)(C)CC=C3N(Cc3ccc4c(c3)OCO4)C2=O)CC1	-6%	-3	2	-0.1	·	-6%	4%	5	1%
Cc1cc(NC(=O)C2C3C(=O)N(Cc4ccc(Cl)cc4)C(C(=O)NC4CCCCC4)C34C=CC2(C)O4)no1 (stereo unspecified)	-8%	-14	-19	-2.8	-5%	-3%	-8%	7	11%
O=S(=O)(c1ccc2ccccc2c1)N1CCN(Cc2ccccn2)CC1	-16%	2	3	-0.4	4%	-10%	3%	-2	-7%
COc1nnc(-c2ccc(N3CCCCC3)c(NC(=O)c3ccc(C)cc3)c2)c2ccccc12	·	2	·	·	1%	-15%	-11%	·	·
C=CCN(C(=O)c1csnn1)C(C(=O)NCc1ccc(F)cc1)c1sccc1C (stereo unspecified)	1%	2	17	0.5	13%	-16%	?	-2	1%
O=C(CSc1nnc(COc2ccc(Cl)cc2)o1)N1CCOCC1	0%	-10	-18	0.3	-5%	-5%	11%	1	-3%
CCOCC(=O)Nc1nnc(COCC)s1	?	-2	82	1.7	-2%	1%	9%	2	-1%
COC(=O)C1(O)CC(C(C)C)=NN1C(=O)c1ccc(Cl)cc1 (stereo unspecified)	-3%	1	?	-3.2	-3%	3%	0%	-3	7%
O=C(NCc1cccs1)C1CCN(c2ccc(S(=O)(=O)N3CCOCC3)cc2Cl)CC1	-2%	4	-26	-0.4	-1%	?	?	14	-13%
COc1ccc(CNC(=O)C2(C)Cc3c(-c4cccc(C(N)=O)c4)ccnc3O2)cc1OC (stereo unspecified)	-15%	-6	?	0.4	9%	4%	9%	2	-5%
CC(C)CCN1CCC(n2nccc2NC(=O)c2ccc3c(c2)OCO3)CC1	-7%	15	-28	-3.0	-2%	-11%	-21%	-2	-4%
CN1C(=O)C(C)(C)c2cc(S(=O)(=O)N3CCCC3C(=O)NCc3ccc(F)cc3)ccc21 (stereo unspecified)	-1%	3	31	4.8	6%	-2%	25%	0	-1%
C=CCOC(=O)C1=C[C@@H](c2coc3ccccc3c2=O)C[C@@H](OCc2ccc(CO)cc2)O1	-7%	2	5	0.0	25%	2%	30%[activator]	-5	-13%
c1ccc2[nH]c(-c3nc4ccccc4[nH]3)nc2c1	0%	12	35	-2.9	-13%	-17%	?	·	1%
COc1ccc(C)cc1NC(=O)C(OC(=O)c1cccc(S(=O)(=O)N(C)c2ccccc2)c1)c1ccccc1 (stereo unspecified)	-5%	-7	-17	1.7	-9%	2%	26%	5	-1%
Oc1ccc(/C=N/Nc2cc(N3CCCC3)nc(N3CCCC3)n2)cc1O	?	-3	10	0.8	-9%	-31%	15%	?	-16%
N#CC1=C(N)OC2=C(C(=O)CCC2)C12CCN(C(=O)OCc1ccccc1)CC2	-16%	-1	8	3.0	2%	2%	10%	1	5%
COc1ccc(Cl)cc1Cn1c(C)c(C(=O)N(C)Cc2ccc(F)cc2)sc1=O	0%	3	-18	0.5	9%	2%	-12%	4	-3%[57.1 µM]
O=C(CSc1nncn1-c1ccccc1)NC1CCCCC1	-14%	4	10	0.0	-2%	7%	4%	-1	0%
COC(=O)c1cc2nc(-c3ccc(C)cc3)cc(C(F)(F)F)n2n1	-11%	3	-7	1.1	-1%	3%	4%	-2	-29%[57.1 µM]
Cc1ccc(NCN2C(=O)c3ccccc3C2=O)c(C)c1	-8%	-1	-14	-0.3	1%	59%[activator]	0%	2	-2%
CC(=O)N1c2ccc(S(=O)(=O)NCC3CCC(C(=O)N4CCCCC4)CC3)cc2CC1C (stereo unspecified)	-13%	1	-9	-0.6	6%	-17%	2%	1	-7%
Cn1cc(Cl)c(/C(N)=N/OC(=O)c2ccccc2C(F)(F)F)n1	-11%	-4	-11	-1.4	11%	0%	-17%	0	8%
